# Screening results (PubChem)
# Runt-CBFb FRET: inhibitors of RUNX1 Runt–CBFb binding, primary screen, biochemical, FRET, Cerulean-Runt, Venus-CBFb, uHTS. inhibition, % at 20 µM. Cerulean-Runt/Venus-CBFb FRET ratio 530/480, 1 h. actives 0.46% (n = 220,000). Runt-related transcription factor 1 (Homo sapiens) + Core-binding factor subunit beta …;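 active means inhibition over about 50% at 20 µM in the single-dose screen, limit read from the data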;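 further: 0% = DMSO wells and 100% = excess unlabeled CBFb competitor control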
#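 Buffer or medium: Tris pH 7.5 buffer with BSA. Assay system: Cerulean-labeled Runt domain protein. Amount: each fluorescent fusion protein 100 nM. Read-out basis: loss of energy transfer signal. Incubation: 1 h compound exposure, room temperature. Probe or stimulus: Venus-CBFb binding partner, 100 nM. Detection: FRET, excitation 422 nm, emission at 530 and 480 nm.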
# RBBP9 inhibitor: human RBBP9 inhibitors, primary screen, biochemical, fluorescence polarization, FP-Rh probe, HTS; recombinant RBBP9; inhibition, % at 7.94 µM; actives 0.2% (n = 220,000); AID 1515, 2009;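 active means inhibition above the campaign mean of all tested compounds plus 3 SD, cut at about 14% in these data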;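 further: plate controls were DMSO wells with RBBP9 for no effect and wells lacking RBBP9 protein for full effect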
# Target sequence (O75884 whole entry, looked up): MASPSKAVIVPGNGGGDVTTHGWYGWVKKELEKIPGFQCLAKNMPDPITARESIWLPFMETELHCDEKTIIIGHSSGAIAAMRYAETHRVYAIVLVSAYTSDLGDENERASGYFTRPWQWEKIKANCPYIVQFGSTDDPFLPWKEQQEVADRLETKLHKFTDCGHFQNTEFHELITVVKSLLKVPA
#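 Test system – recombinant human RBBP9 · Input – RBBP9 2.5 µM in dispensing solution, pre-mixing · Medium – Tris buffer pH 8.0, NaCl, Pluronic · Schedule – preincubation 30 min plus labeling 45 min at 25 °C · Measured by – fluorescence polarization · Measure – % inhibition · Controls – DMSO and no-protein wells · Replicates – one well per compound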
# PERK inhibitor: block of dimerizer-induced PERK translation repression, primary screen, PERK inhibitor project, CHO PERK-DD cells, SEAP luminescence, HTS; Eukaryotic translation initiation factor 2-alpha kinase 3 (Homo sapiens), Q9NZJ5; CHO PERK-DD fusion, SEAP luminescence translation reporter; inhibition, % at 5.6 µM; actives 0.17% (n = 220,000); AID 1416, 2008;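 active means inhibition above the mean inhibition of all tested compounds plus 3 SD, set separately per screening campaign, cut at about 2.9% in these data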;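 further: PERK kinase domain activated by AP20187 dimerizer at 100 nM; 0% = DMSO with dimerizer and 100% = rapamycin at 8.4 µM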
# zVAD death inh: inhibitors of zVAD-triggered necroptosis, primary screen, L929 cells; actives 0.38% (n = 220,000); viability rescue, % at 10 µM; L929 zVAD necroptosis rescue, ATP luminescence, 24 h; with zVAD 60 µM;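 active means activation, scaled between plate controls, above about 75%, limit read from the data; inactive means activation under that limit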;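 further: 0% = zVAD with DMSO and 100% = DMSO alone without zVAD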
# EP2 modulator: EP2 receptor modulators, cAMP readout, primary screen, cell-based, HTRF cAMP, PGE2 stimulation; Prostaglandin E2 receptor EP2 subtype (Homo sapiens), P43116; EP2-expressing cells, cAMP HTRF FRET, PGE2 co-stimulation; induction, % at 25 µM; actives 0.83% (n = 260,000);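 active means compounds whose cAMP rise, as percent of the full-agonist control response, exceeds 60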;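 further: rat C6 glioma line stably carrying human EP2 under a CMV promoter; the protocol text gives 20 µM as final concentration; 100% = response of wells given 1 µM PGE2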
# Target sequence (P43116 whole entry, looked up): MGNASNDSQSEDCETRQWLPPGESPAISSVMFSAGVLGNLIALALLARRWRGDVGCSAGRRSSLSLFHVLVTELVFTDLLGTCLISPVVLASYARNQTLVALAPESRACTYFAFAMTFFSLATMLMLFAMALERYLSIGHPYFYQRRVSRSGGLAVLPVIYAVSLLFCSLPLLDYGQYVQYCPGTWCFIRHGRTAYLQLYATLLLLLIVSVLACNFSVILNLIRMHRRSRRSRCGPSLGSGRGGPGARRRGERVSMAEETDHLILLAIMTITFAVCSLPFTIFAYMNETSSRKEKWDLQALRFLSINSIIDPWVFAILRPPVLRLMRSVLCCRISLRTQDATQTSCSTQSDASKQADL
# EP2 antag: human EP2 receptor antagonists, primary screen, TR-FRET cAMP, C6 glioma cells; AID 1422, 2008; Prostaglandin E2 receptor EP2 subtype (Homo sapiens), P43116; C6 glioma cells expressing human EP2; cells stimulated with saturating PGE2; inhibition, % at 25 µM; actives 0.52% (n = 260,000);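 active means percent inhibition above 40 after rounding to a whole number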;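 further: rat C6 glioma host cells with rolipram phosphodiesterase inhibitor present; the protocol text gives 20 µM as final concentration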
# TNF necrop inh: inhibitors of TNF-alpha triggered necroptosis, primary screen, cell-based, Jurkat FADD-/-, single concentration; Jurkat FADD-/- TNF necroptosis rescue, ATP luminescence, 24 h; 0 = TNF only, 100 = no-TNF cells; actives 0.068% (n = 220,000); activation (protection from cell death), % at 10 µM; AID 463075, 2010;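 active means activation, meaning protection from cell death, of at least 50% relative to plate controls; inactive means activation below 50%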;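 further: necroptosis triggered by 40 ng/mL TNF-alpha added together with compound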
# Runt-SMMHC FRET: inhibitors of RUNX1 Runt–CBFb-SMMHC binding, primary screen, biochemical, FRET, Cerulean-Runt, Venus-CBFb-SMMHC, uHTS | Runt-related transcription factor 1 (Homo sapiens) + Core-binding factor subunit beta … | Cerulean-Runt/Venus-CBFb-SMMHC FRET ratio 530/480, 1 h | actives 0.74% (n = 220,000) | inhibition, % at 20 µM;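 active means mean inhibition across duplicate retests at 20 µM reaching about 50%, limit read from the data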;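 further: 0% = DMSO wells and 100% = wells with excess untagged CBFb-SMMHC; inhibitors lower the FRET ratio by blocking Runt binding to CBFb-SMMHC; some results filed as inactive read as strong as hits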
# Hck Nef HTS: inhibitors of Nef-activated human Hck kinase, primary screen, biochemical, Z-Lyte FRET, 384-well, Hck-YEEI. Recombinant Hck-YEEI plus Nef, Z-Lyte FRET kinase assay. actives 0.68% (n = 220,000). Tyrosine-protein kinase HCK (Homo sapiens), P08631. inhibition, % at 20 µM. AID 463187, 2010;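 active means Hck-Nef kinase inhibition above about 50%, limit read from the data; inactive means inhibition below that limit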;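 further: 0% = DMSO with Hck plus Nef and 100% = Hck alone without Nef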
# Target sequence (P08631 whole entry, looked up): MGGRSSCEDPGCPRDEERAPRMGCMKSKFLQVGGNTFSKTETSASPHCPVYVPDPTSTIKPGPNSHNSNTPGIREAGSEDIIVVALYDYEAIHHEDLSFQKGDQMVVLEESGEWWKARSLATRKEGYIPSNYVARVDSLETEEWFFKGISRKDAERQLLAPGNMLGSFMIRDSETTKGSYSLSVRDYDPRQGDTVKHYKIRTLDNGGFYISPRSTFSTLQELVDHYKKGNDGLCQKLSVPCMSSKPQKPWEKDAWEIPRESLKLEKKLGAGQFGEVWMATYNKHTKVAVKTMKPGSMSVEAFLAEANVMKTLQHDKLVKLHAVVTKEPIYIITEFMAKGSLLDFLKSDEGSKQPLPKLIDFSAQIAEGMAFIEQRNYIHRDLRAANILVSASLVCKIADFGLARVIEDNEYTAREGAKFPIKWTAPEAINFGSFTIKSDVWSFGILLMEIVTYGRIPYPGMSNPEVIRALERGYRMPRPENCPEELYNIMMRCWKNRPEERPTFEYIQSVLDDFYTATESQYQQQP
# An asterisk follows results filed as active; / = not tested or not shown; & = joins results of further samples. Only part of the results is shown (hit frequency here may not be typical).
SMILES,Runt-CBFb FRET,RBBP9 inhibitor,PERK inhibitor,zVAD death inh,EP2 modulator,EP2 antag,TNF necrop inh,Runt-SMMHC FRET,Hck Nef HTS
CCC(=O)Nc1ccc(S(=O)(=O)Nc2ccccn2)cc1,0,-8,0.2,1.1,8&5,9&8,-0.5,-2,19
CCOC(=O)C(=O)CC(=O)c1ccc2c(c1)OCCO2,0,-9,1.4,1.2,23,4,0.3,2,11
CCCC(=O)N(CC(=O)Nc1sc(C)c(C)c1C(N)=O)Cc1ccccc1,0,1,-1.5,0.8,-7,7,-1.1,0,22
CC(C)[C@H](NC(=O)NCCc1ccc(Cl)cc1)C(=O)O,-4,-2,0.4,0.7,1,7,1.3,3,4
O=c1c2ccccc2nc(SCc2nc3ccccc3s2)n1Cc1ccco1,8,-8,-0.4,0.6,14,4,-6.1,4,1
Cc1ccc(SCCC(=O)OCn2nnc3ccccc3c2=O)cc1,-1,4,0.8,2.4,10,6,-1.6,3,15
CN(CC(=O)N1CCN(c2ccccn2)CC1)S(=O)(=O)c1ccc(Br)cc1,1,-10,-0.4,-0.3,-4,14,-0.3,2,9
Cc1ccc(Oc2ccccc2/C=N/O)cc1,-2,-2,0.7,0.7,35,14,-7.7,-8,1
CC(C)CC(=O)CN1C(=O)C2(OCCO2)c2ccccc21,1,-4,-0.1,-0.7,2,4,-1.2,2,1
CN(Cc1cnccn1)Cc1c(C(=O)N2CCc3ccccc3C2)nc2ccc(Cl)cn12,/,1,0.8,0.3,5,9,1.0,/,20

# The last 2 entries of the part above are carried over, then new ones follow:
SMILES,Runt-CBFb FRET,RBBP9 inhibitor,PERK inhibitor,zVAD death inh,EP2 modulator,EP2 antag,TNF necrop inh,Runt-SMMHC FRET,Hck Nef HTS
CC(C)CC(=O)CN1C(=O)C2(OCCO2)c2ccccc21,1,-4,-0.1,-0.7,2,4,-1.2,2,1
CN(Cc1cnccn1)Cc1c(C(=O)N2CCc3ccccc3C2)nc2ccc(Cl)cn12,/,1,0.8,0.3,5,9,1.0,/,20
CC1CCN(c2nc3ccc(C(=O)N4CCN(Cc5ccc6c(c5)OCO6)CC4)cc3s2)CC1,0,-3,-1.8,2.1,-35,/,-5.6,-2,-1
CCOC(=O)N1CCC(NC(=S)Nc2ccc3nc(N4CCN(CC)CC4)cc(C)c3c2)CC1,2,3,-0.3,3.4,-21,2,1.1,2,2
COc1cc(CC(=O)NNC(=O)c2cc(C)oc2C)cc(OC)c1OC,-1,9,0.3,0.1,10,6,2.7,-1,1
COc1ccc(C(=O)NCCn2ccc3ccccc32)cc1OC,15,-10,-1.0,1.8,-7,12,1.3,-4,-7
CN(C)c1ccc(/C=C/c2cccc[n+]2[O-])cc1,-252,1,-0.2,0.4,-22,3,0.2,-200,-21
O=C(NN1CCOCC1)c1cc(-c2cccc(Cl)c2)nc2ccccc12,-3,-1,0.2,0.4,16,1,-2.3,4,0
COc1ccc(CN2CCOCCOCCOCCOCC2)cc1,0,-6,-0.1,-0.1,-2,6,-0.8,-3,5
Cc1ccc2cc3cc(C(=O)NCCCN4CCc5ccccc5C4)oc3nc2c1,-1,-8,-2.0,2.2,-77,19,-3.1,3,3
Cc1[nH]nc(-c2ccc(O)cc2O)c1Oc1ccccc1,-2,-12,0.5,13,10,8,1.5,-3,5
Cc1ccc(C(=O)Nc2ncc(Cc3ccc(SC(F)F)cc3)s2)cc1,2,-8,-0.6,-0.2,15,4,-3.2,3,-2
CCOC(=O)c1[nH]c(C)c(C(=O)Nc2ccc(C)cc2C)c1C,-1,-5,-0.1,3.7,-13,9,-5.8,-2,22
CN(Cc1ccccc1)C(=O)COC(=O)c1cc(Cl)nc(Cl)c1,-2,1,-0.2,1.0,8,3,0.3,2,11
COc1ccc(CNCC(O)(c2ccc(Cl)cc2)c2ccc(Cl)cc2)cc1OC,-1,-14,-0.1,1.2,8,6,3.6,0,1
O=C(C[n+]1ccc(/C=N/O)cc1)N(Cc1ccccc1)Cc1ccccc1,2,-2,0.1,0.3,23,5,-2.1,4,18
CCCOc1nc2ccccc2cc1/C=C/C(=O)O,4,-5,0.9,5.6,-34,9,-1.1,8,17
CSc1ccccc1NC(=O)c1ccoc1C,-1,-15,-0.3,0.3,2,2,-1.8,-1,-1
O=C(Nc1ccc[n+](CC(=O)c2cccc3ccccc23)c1)c1ccccc1,-2,-2,-0.1,0.7,-63,8,1.3,-7,6
O=C1Nc2ccc(Br)cc2C1(O)Cc1ccncc1 (stereo unspecified),0,6,-0.4,-0.1,12,15,-1.3,3,2
O=C(CN1CCS(=O)(=O)CC1)NNC(=O)C1CCCCC1,3,-1,0.9,6.9,32,3,0.8,0,25
COc1cc2c(C)nc(C)c(C#N)c2cc1OC,-1,-11,0.1,33,27,5,0.1,-1,2
C[C@@]12CCC=C[C@H]1[C@H](c1ccc(/C=C/c3ccccc3)cc1F)N(Cc1ccccc1)C2=O,1,/,/,1.1,27,14,0.8,-1,9
CC(=C/c1ccccc1)/C=N/n1cnnc1,-1,-1,0.6,-0.2,-4,11,-1.4,1,2
COC(=O)CSc1nnnn1-c1ccccc1,-2,9,1.8,-0.4,4,14,-2.6,-1,2
Cc1ccc(CC(=O)Nc2cccnc2)cc1,2,-1,0.0,0.5,18,3,4.3,-2,15
CC12CCC(C(=O)N(CC3CO3)C1=O)C2(C)C (stereo unspecified),1,1,1.6,3.0,45,5,0.6,-2,15
O=C(c1ncc[nH]1)c1ccccc1C(=O)N1CCOCC1,2,-8,0.9,0.0,17,4,-0.7,-3,-1
Cc1ccc2[nH]c3c(c2c1)CC/C(=C/c1ccccc1)C3=O,-6,-11,0.5,0.2,3,11,-2.1,-15,-5
O=C1CCCN1CCCNc1ncnc2c1[nH]c1ccccc12,-1,-9,-0.1,0.1,/,8,2.0,-1,0
COc1ccc(S(=O)(=O)N2CCCCCC2)cc1C(=O)OCC(=O)NCC(C)C,-4,-12,-1.9,-0.2,-3,5,1.8,2,0
Cc1nn(-c2ccccc2)c(C)c1-c1cc(C(=O)N/N=C/c2cccnc2)[nH]n1,0,-3,0.7,75*,-56,12,-0.2,2,43
CCOC(=O)C1(CCOc2ccccc2)CCN(CCCn2cccn2)CC1,-1,0,0.0,-0.1,-11,8,0.7,0,8
OC(C#Cc1ccccn1)c1cccs1 (stereo unspecified),1,-3,1.1,-0.5,9,11,-5.9,8,-1
CC(C)CNC(=O)CC(=O)N/N=C/c1cccs1,0,-10,0.7,/,30,10,1.2,2,8
CN(C(=O)COC(=O)/C=C/c1cccc([N+](=O)[O-])c1)C1CCS(=O)(=O)C1 (stereo unspecified),0,-6,1.6,64,-13,4,-4.2,1,4
COc1cc(CCC(=O)OCC(=O)Nc2cccc(S(N)(=O)=O)c2)cc(OC)c1OC,-1,-5,1.2,0.8,26,1,1.6,2,3
O=C(CN1CCN(S(=O)(=O)c2ccc(Cl)cc2)CC1)Nc1ccc(N2CCOCC2)cc1,0,-10,-0.2,1.3,1,4,4.0,3,3
COCCNC(=O)/C(C#N)=C/C(C)=C/c1ccccc1,-4,11,1.2,0.3,-49,5,1.1,-2,2
Cc1ccc(C)c(NC(=O)c2ccccc2Sc2ccc([N+](=O)[O-])cc2Cl)c1,0,-15,-0.1,0.1,47,4,0.6,-1,-1
Cc1nn(C(C)(C)C)c(OC(=O)c2ccc3c(c2)OCO3)c1S(=O)(=O)c1ccccc1,2,1,-0.3,0.9,26,21,-0.1,1,0
CCOc1ccc(S(=O)(=O)NCc2ccncc2)cc1,3,-4,-0.9,-0.4,-6,6,-9.8,-1,3
Nc1nc(SCc2ccccc2Cl)n[nH]1,1,-9,0.5,-0.3,10,6,-2.9,-2,4
CCSc1ccc2cc(OC)ccc2[n+]1CC,2,-2,2.0,1.6,-9,2,-0.2,11,27
O=CN1CCN(S(=O)(=O)c2ccc(Cl)c(C(=O)O)c2)CC1,0,3,0.3,4.0,30,4,0.2,2,-12
Cc1onc(-c2c(Cl)cccc2Cl)c1C(N)=S,1,-6,2.3,-0.4,-13,13,0.8,3,26
O=[N+]([O-])c1ccc(-c2cn(-c3ccccc3F)c(=S)[nH]2)cc1,24,-9,1.4,0.4,-74,5,1.7,27,24
CNC(=S)Nc1cc(C(F)(F)F)ccc1Cl,-2,-5,0.4,0.1,-15,4,1.0,-1,0
O=S(=O)(c1ccccc1)C1CON(Cc2ccccc2)C1c1ccccc1 (stereo unspecified),-8,-4,-0.4,3.8,18,5,0.6,2,0
CCOC(=O)Cn1nnc2c(sc3nc4c(c(-c5ccc(Cl)cc5)c32)CCC4)c1=O,-2,-3,-0.3,0.0,13,15,-3.2,4,-2
CCC(C)Cn1c(C(C)O)nc2ccccc21 (stereo unspecified),3,-1,0.2,0.2,0,25,0.8,2,1
CC(C)Nc1nc(N)c(C(=O)C23CC4CC(CC(C4)C2)C3)s1,2,-11,0.4,0.0,22,6,0.0,1,21
# The list continues:
SMILES,Runt-CBFb FRET,RBBP9 inhibitor,PERK inhibitor,zVAD death inh,EP2 modulator,EP2 antag,TNF necrop inh,Runt-SMMHC FRET,Hck Nef HTS
COc1ccc(NC(C)=O)cc1S(=O)(=O)N1CCc2ccccc21,-2,-6,-0.7,52,-1,12,-3.8,3,16
Cc1nc(S(=O)(=O)N(C)c2ccccc2)c(C#N)c(C)c1Cl,-1,-8,-0.8,-0.5,7,16,-11,1,0
S=c1nc[nH]c2c1ncn2C1CCCO1 (stereo unspecified),20,-9,1.4,0.7,-7,12,-2.6,-3,-15
COc1ccc(OC)c(NC(=O)CN(c2ccc(C)cc2)S(=O)(=O)c2c(C)noc2C)c1,0,-7,-1.2,-0.3,13,18,-5.1,2,-1
CCC(C)NC(=O)c1ccccc1NC(=O)C(C)N(c1ccccc1)S(C)(=O)=O (stereo unspecified),0,-7,-0.2,0.2,3,3,0.9,3,7
COc1ccccc1N(CC(=O)NCC(C)C)S(=O)(=O)c1cccs1,-3,-8,-0.3,-0.3,8,6,1.2,2,1
